Screening data as filed in PubChem BioAssay.
D1 antag – antagonists of human D1 dopamine receptor | AID 504652 | P21728 | hit rate 3.2% among 360,000 | activity change, negative = inhibition, % at 10 µM | HEK293 TREx D1 cells, calcium flux, dopamine EC80; stronger effect = lower value; in the data active = activity change below about -30%; note: % is set by controls: 0 for no effect and ±100 for the full control effect
Target sequence (P21728 whole entry, looked up): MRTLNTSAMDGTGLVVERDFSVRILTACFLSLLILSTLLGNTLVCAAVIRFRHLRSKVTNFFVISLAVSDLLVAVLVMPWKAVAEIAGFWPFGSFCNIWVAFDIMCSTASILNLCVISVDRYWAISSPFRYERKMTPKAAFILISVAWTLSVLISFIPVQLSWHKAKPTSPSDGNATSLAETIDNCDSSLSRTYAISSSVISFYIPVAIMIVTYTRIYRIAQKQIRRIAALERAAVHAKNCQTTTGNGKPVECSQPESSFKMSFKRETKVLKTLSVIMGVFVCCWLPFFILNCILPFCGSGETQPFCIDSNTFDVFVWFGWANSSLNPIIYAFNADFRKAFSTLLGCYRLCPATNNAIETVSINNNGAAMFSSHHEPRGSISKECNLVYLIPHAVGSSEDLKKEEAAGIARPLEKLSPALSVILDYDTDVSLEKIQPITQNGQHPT
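Kinetic fluorescence of a calcium dye serves as the read-out. D1-expressing Hek293 Trex cells, induced overnight at 30 C, are exposed to compound for 180 s before an EC80 dopamine addition, then read 180 s further.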
D1 agonist – agonists of human D1 dopamine receptor. P21728. HEK293 T-REx D1 cells, calcium flux, agonist mode. activation, % at 2 µM. hit rate 1% among 360,000. AID 504660; in the data active = activation above about 30%; note: 0% is about no effect
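Tetracycline-induced HEK293 TREx D1 cells, force-coupled to calcium signalling, were dye-loaded with a no-wash calcium kit. Compound was pin-added after a 10 s baseline. Fluorescence was read kinetically at 1 cycle/s for 180 s, with calcium rises flagged as agonism.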
TRHR ag – activates the human TRH receptor; P34981; TRHR cells, calcium flux fluo-8, FDSS agonist mode; activation, % at 2 µM; hit rate 0.18% among 360,000; AID 493084; in the data active = activation above about 30%; note: 0% is about no effect
Target sequence (P34981 whole entry, looked up): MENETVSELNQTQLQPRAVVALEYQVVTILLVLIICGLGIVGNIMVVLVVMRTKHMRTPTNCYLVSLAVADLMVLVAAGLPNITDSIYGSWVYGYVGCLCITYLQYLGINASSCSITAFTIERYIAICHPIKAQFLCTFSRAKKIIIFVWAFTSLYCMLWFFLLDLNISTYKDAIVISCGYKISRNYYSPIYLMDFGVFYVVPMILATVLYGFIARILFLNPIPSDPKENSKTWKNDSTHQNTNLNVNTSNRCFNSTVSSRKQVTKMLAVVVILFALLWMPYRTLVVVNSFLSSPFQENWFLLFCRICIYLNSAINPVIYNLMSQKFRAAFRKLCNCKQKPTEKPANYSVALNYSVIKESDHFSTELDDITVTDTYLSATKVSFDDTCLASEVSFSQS
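Steps: seed TRHR cells overnight; add fluo-8 no-wash Ca dye, RT 30 min–1.5 h; record 10 s baseline; pin-transfer compounds; monitor fluorescence 1 cycle/s for the agonist window. Calcium increases flag candidate agonists.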
D2 PAM – positively modulates the human D2 dopamine receptor allosterically | P14416 | HEK293 T-REx D2, calcium flux, EC20 dopamine potentiation | potentiation, % at 10 µM | hit rate 0.34% among 340,000;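 active = potentiation over 3 SD above the plate norm, cut at about 30% in these data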; note: 0% is about no effect
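Cells plated with tetracycline inducer and held overnight at 30 C; calcium dye loaded 30–90 min at room temperature; baseline taken, compound added and read 180 s; EC20 dopamine then added and read 180 s.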
Anesthetic bind – candidate novel general anesthetic via apoferritin binding; P02791; apoferritin/1-aminoanthracene competitive binding, fluorescence; Potency, µM (top dose mostly 77.5 µM), inactives show top-dose activity change, negative = displacement, actives largely listed as inhibitors; hit rate 0.074% among 350,000; note: potency is the fitted concentration of half-maximal effect; % is set by controls: 0 for no effect and ±100 for the full control effect; nearly all actives have a fitted effect of over 20% in size
Target sequence (P02791 2-175 limits assumed): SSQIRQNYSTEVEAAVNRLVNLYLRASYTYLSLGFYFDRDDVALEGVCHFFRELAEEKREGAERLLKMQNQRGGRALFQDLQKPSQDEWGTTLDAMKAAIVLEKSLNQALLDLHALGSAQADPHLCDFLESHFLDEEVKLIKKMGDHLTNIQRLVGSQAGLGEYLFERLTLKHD
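Apoferritin-based anesthetic binding model; compound displacement of fluorescent 1-AMA measured as endpoint fluorescence after 10 minutes at room temperature, scaled to free-ligand and complex controls.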
RXFP1 antagonist – RXFP1 (human) relaxin receptor antagonism; hit rate 0.59% among 350,000; AID 1259400; activity change, negative = inhibition, % at 57.5 µM; Q9HBX9; HEK293-RXFP1, relaxin-stimulated cAMP HTRF, 30 min; stronger effect = lower value;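 active = activity change of -60% or lower, but not beyond a set lower limit; inconclusive = change between -60% and -40%, or beyond the set limit; inactive = change above -40%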; note: % is set by controls: 0 for no effect and ±100 for the full control effect
D1 PAM – enhances dopamine response at the human D1 receptor; P21728; HEK293 TREx D1 cells, calcium flux, dopamine EC20 potentiation; potentiation, % at 10 µM; hit rate 0.036% among 360,000; AID 504651; in the data active = potentiation above about 30%; note: 0% is about no effect
TRHR PAM – allosteric enhancers of human TRH receptor | hit rate 0.66% among 360,000 | P34981 | enhancement, % at 2 µM | TRHR cells, fluo-8 calcium fluorescence, EC20 TRH enhancement; in the data active = enhancement above about 30%; note: 0% is about no effect
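TRHR-expressing cells loaded with fluo-8 calcium dye were read kinetically (ex 480/em 530) during compound addition, then stimulated with an EC20 of TRH (10 nM final). Enhancement of the Gq-mediated intracellular calcium response was scored.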
RXFP1 agonist – agonists of human relaxin receptor RXFP1. Q9HBX9. HEK293T-RXFP1 cAMP TR-FRET, 30 min; response scale: percent of porcine relaxin response, buffer zero. Potency, µM (series often up to 57.5 µM), for inactives: top-dose activation, hits mostly activators. hit rate 0.3% among 370,000; note: potency is the fitted concentration of half-maximal effect; % is set by controls: 0 for no effect and ±100 for the full control effect; nearly all actives have a fitted effect of over 60% in size; many of its hits are not listed in these tables
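HEK293 cells stably expressing RXFP1, treated 30 min at 37C with compounds plus PDE4 inhibitor Ro 20174; cAMP measured by HTRF TR-FRET. Normalized to buffer and 29 nM porcine relaxin; EC50 by Hill fit.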
* hit, by the source's call; ? = inconclusive; . = no result given; [ ] = another dose, or the depositor's remark. Unless noted, calls come from the whole dose curve; as a rule, active = well fitted curve in the direction sought with a large enough effect; inconclusive = small, poorly fitted or top-dose-only effect, or another doubt; inactive = no such curve, though single readings can be large; an effect the other way counts as inactive or inconclusive. Not all compounds are listed; rates above refer to the full screens.

SMILES	D1 antag	D1 agonist	TRHR ag	D2 PAM	Anesthetic bind	RXFP1 antagonist	D1 PAM	TRHR PAM	RXFP1 agonist
Nc1c2c(nc3sc4c(c13)CCCC4)CCCCC2	-4	13	-0.8	-4	-13%	-9	-6	0	-0.2%
Cc1c(Cl)ccc2sc(N3CCN(C(=O)CCS(=O)(=O)c4ccc(F)cc4)CC3)nc12	.	18	0.2	3	62%[activator]	.	-1	1	1.1%
C[C@]12CC[C@H]3[C@@H](CC[C@]4(O)C[C@@H](O)CC[C@]34C=O)[C@@]1(O)CC[C@@H]2C1=CC(=O)OC1	1	-2	0.8	-6	.	.	-4	-2	0.5%
CCOC(=O)C1=C(C)OC(N)=C(C#N)C12C(=O)N(C)c1ccccc12 (stereo unspecified)	-2	3	-0.1	7	-5%	-4	-6	9	0.5%
COc1ccccc1N(CC(=O)NC1CCCCC1)C(=O)c1cnn(C(C)C)c1	1	-1	0.8	-1	-18%	23	-5	-7	0.6%
O=c1[nH]c(=O)n(-c2ccc(F)cc2)c(O)c1C=Nc1ccccc1N1CCCC1	-11	5	0.4	.	26%	-1	-4	0	17%
CC(=O)c1ccc2c(c1)C1C(Cl)C(Sc3ccccc3[N+](=O)[O-])CC1C(c1ccccc1)N2 (stereo unspecified)	7	1	-0.2	4	-5%	-81*	-11	-2	-8.5%
O=[N+]([O-])c1cccc2c([N+](=O)[O-])cccc12	.	3	-0.3	-4	.	.	-2	-1	0.7%
COc1ccc(NC(=O)CCc2nc(C3=CCN(Cc4cccc(Cl)c4)CC3)no2)c(OC)c1	-6	4	-0.3	-8	59%[activator]	.	-1	-5	0.5%
Cc1cccc(C)c1NC1=NCCCCS1	6	-1	0.1	1	4%	-2	0	-2	-2.7%
COC(=O)c1cn(C(=O)c2cccc3ccccc23)c2ccccc12	6	4	0.4	6	-2%	-14	-1	3	-1.3%
CSc1ccc(C(=O)C2CCCN(Cc3cnc(SC)nc3)C2)cc1 (stereo unspecified)	-5	2	-0.4	-1	-22%	-1	-6	-1	-1.9%
COc1cc(CC(=O)N2C[C@H]3C[C@@H](C2)c2cccc(=O)n2C3)cc(OC)c1OC	.	0	0.0	2	.	.	0	-10	0.5%
Cc1cccc(NP(=O)(Oc2ccccc2F)Oc2ccccc2F)c1C	-17	12	1.9	-5	0%	-29	11	18	2.1%
CC(C)c1oc(=O)cc2c1[C@@H](O)[C@H]1OC(=O)[C@@]3(C)CC[C@@H](O)[C@@]2(C)C13 (stereo partly specified)	19	-2	0.7	-2	7%	.	-3	0	2.6%

Brought forward from above: 2 compounds, followed by the next part.
SMILES	D1 antag	D1 agonist	TRHR ag	D2 PAM	Anesthetic bind	RXFP1 antagonist	D1 PAM	TRHR PAM	RXFP1 agonist
Cc1cccc(NP(=O)(Oc2ccccc2F)Oc2ccccc2F)c1C	-17	12	1.9	-5	0%	-29	11	18	2.1%
CC(C)c1oc(=O)cc2c1[C@@H](O)[C@H]1OC(=O)[C@@]3(C)CC[C@@H](O)[C@@]2(C)C13 (stereo partly specified)	19	-2	0.7	-2	7%	.	-3	0	2.6%
O=C(Nc1ccc(Br)cc1C(=O)c1ccccc1Cl)c1ccccc1F	-11	2	0.1	-1	-5%	-15	-3	-3	1.7%
C=CCn1c(O)c(C(C)=NCCCn2ccnc2)c(=O)[nH]c1=O	1	1	0.4	-5	1%	2	-1	7	2.0%
Oc1ccc2c3c1O[C@H]1c4[nH]c5ccccc5c4C[C@@]4(O)C(C2)N(CC2CC2)CC[C@]314	9	3	0.9	16	-5%	.	-3	1	3.5%
COc1ccc(OC)c(N2Cc3ccccc3C2=N)c1	.	0	-0.9	5	-6%	7	-6	0	-1.1%
O=C(c1ccc(C(F)(F)F)cc1)C1CCCN(Cc2ccncc2)C1 (stereo unspecified)	-15	14	0.3	-3	-5%	-3	-2	0	2.2%
O=P(Oc1ccccc1)(Oc1ccccc1)N1CCN(c2ccc(F)cc2)CC1	-1	2	0.5	-9	17%	?	-16	0	3.1%
COc1cccc(CN2CCCCC2c2cccnc2)c1 (stereo unspecified)	-10	5	-1.1	7	?	-11	-6	7	-2.4%
O=C(c1c[nH]c2ccc(S(=O)(=O)N3CCOCC3)cc2c1=O)N1CCC2(CC1)OCCO2	9	7	-4.3	9	1%	7	-7	2	6.3%
CC(=NCc1ccc2c(c1)OCO2)c1c(O)[nH]c(=O)[nH]c1=O	0	1	-0.6	19	-10%	1	9	4	-0.1%
O=C(CCCC1=NS(=O)(=O)c2ccccc2N1)N1CCC2(CC1)OCCO2	4	2	-0.4	19	-11%	7	-3	6	3.5%
Cc1ccc(-n2nc(C)cc2NC(=O)COc2cc(C)cc3oc(=O)c4c(c23)CCC4)cc1	-5	2	0.3	-6	-21%	7	-3	-4	-0.6%
CCCCc1cc(=O)oc2cc(OCC(=O)N3C[C@H]4C[C@@H](C3)c3cccc(=O)n3C4)c(Cl)cc12	20	1	1.0	10	?	.	-2	-5	4.9%
C/C(=N\NC(=O)c1ccccc1)c1c(O)n(Cc2ccccc2)c(=O)[nH]c1=O	-1	1	0.5	-8	-16%	4	-11	-9	-0.2%
Cc1ccc(S(=O)(=O)NCC2CCC(C(=O)N3CCC4(CC3)OCCO4)CC2)cc1 (stereo unspecified)	-55*	4	0.6	27	-12%	0	-13	2	0.6%
COc1cc2c(C(=O)O)c(C)n(C)c2cc1Br	1	3	-0.8	21	0%	15	0	4	-1.1%

As entered above:
Result for Cc1ccc(-n2nc(C)cc2NC(=O)COc2cc(C)cc3oc(=O)c4c(c23)CCC4)cc1 under D1 PAM: -3
Result for O=C(Nc1ccc(Br)cc1C(=O)c1ccccc1Cl)c1ccccc1F under TRHR ag: 0.1
Result for CCCCc1cc(=O)oc2cc(OCC(=O)N3C[C@H]4C[C@@H](C3)c3cccc(=O)n3C4)c(Cl)cc12 under D1 PAM: -2
Result for Oc1ccc2c3c1O[C@H]1c4[nH]c5ccccc5c4C[C@@]4(O)C(C2)N(CC2CC2)CC[C@]314 under TRHR PAM: 1
Result for O=C(c1ccc(C(F)(F)F)cc1)C1CCCN(Cc2ccncc2)C1 (stereo unspecified) under D1 agonist: 14
Result for O=C(CCCC1=NS(=O)(=O)c2ccccc2N1)N1CCC2(CC1)OCCO2 under D2 PAM: 19

(further entries)
SMILES	D1 antag	D1 agonist	TRHR ag	D2 PAM	Anesthetic bind	RXFP1 antagonist	D1 PAM	TRHR PAM	RXFP1 agonist
N#CC[N+]1(CCCNP2(=O)C=C(c3ccccc3)OC(c3ccccc3)=C2)CCOCC1	1	2	0.0	-11	0%	-3	-1	2	0.2%
COc1ccccc1N1C(=O)NC(=O)C2(Cc3cc(C)ccc3N(C)C2)C1=O (stereo unspecified)	-1	1	-0.3	7	-12%	11	-6	1	0.0%
COc1ccc(-c2[nH]ncc2CNC(C)Cc2ccsc2)c(F)c1 (stereo unspecified)	11	13	0.4	-12	-8%	-12	-2	1	0.3%
COC(=O)C1=C(c2cccc(C#N)c2)C[C@@H]2CC[C@H]1N2C(=O)NCc1ccc(F)cc1	-1	0	-0.7	5	.	.	-8	-3	-0.1%
C/C(=N\NC(=O)c1ccccc1O)c1c(O)n(Cc2ccccc2)c(=O)[nH]c1=O	-1	5	-0.6	1	2%	5	-1	1	-1.2%
COc1ccccc1CCNCc1ccc(OC)c(OC)c1OC	-6	16	0.5	-9	-4%	1	-5	39*	-1.7%
CNC(=O)N(C)c1ccc(C(O)(C(=O)OC)C(F)(F)F)cc1 (stereo unspecified)	-17	6	0.0	5	-7%	4	-2	-4	1.0%
Cc1ccc(C(=O)Nc2ccc(-n3ccnc3P(=O)(O)c3ccccc3)cc2)cc1	4	0	-0.1	4	-2%	-2	-4	0	1.6%
O=C1C=C2C=C[C@@H]3CC2(O1)[C@H]1CCCCN31	3	-2	0.5	-4	.	.	-2	7	-0.1%
Cc1oc(-c2ccc(Cl)cc2)nc1CN1C(=O)CN=C(c2ccccc2)c2ccccc21	-16	5	-0.2	-4	-20%	-23	-2	-3	-1.5%
O=P1(Oc2ccccc2)C[C@@H](O)[C@@H](O)[C@H](COCc2ccccc2)O1 (stereo partly specified)	3	3	-0.1	-3	0%	.	-6	0	0.0%
Cc1c(C=C2C(=O)N(C)C(=S)N(C)C2=O)c2ccccc2n1CC(=O)NCC1CCCO1 (stereo unspecified)	-3	5	2.0	6	-16%	-9	-1	10	6.4%
COc1ccc(NC2=NCC(C)S2)cc1 (stereo unspecified)	14	1	0.5	-12	-16%	-26	0	-2	0.1%
Cc1nc2cc(-c3ccccc3)nn2c(C)c1CCC(=O)N1CCC2(CC1)OCCO2	-4	3	0.2	-5	-6%	2	-14	-6	1.7%
NP(=O)(OCCCc1ccccc1)Oc1ccc(Cl)cc1 (stereo unspecified)	-17	1	-0.5	-1	-15%	.	-1	1	2.6%
C[C@@H]1O[C@@H](O[C@@H]2C=C3CCC4C(CC[C@]5(C)[C@@H](c6ccc(=O)oc6)CC[C@]45O)[C@@]3(C)CC2)[C@H](O)[C@H](O)[C@H]1O (stereo partly specified)	18	-1	0.9	4	.	.	-1	0	-1.3%
Cc1nc2c(-c3ccccc3)c(C)nn2c(C)c1CCC(=O)N1CCC2(CC1)OCCO2	-3	-3	-0.2	-8	-7%	18	-3	0	3.3%
CCOC(=O)N(C)c1ccc(C(O)(C(=O)OC)C(F)(F)F)cc1 (stereo unspecified)	-5	3	0.2	-2	-5%	-2	-2	-3	0.3%
CN1CCc2cc3c(c4c2C1Cc1ccccc1-4)OCO3 (stereo unspecified)	14	4	2.8	.	-12%	-2	13	7	1.7%
Cc1cc(S(=O)(=O)NC(C)C)ccc1OCC(=O)N1CCN(Cc2ccc3c(c2)OCO3)CC1	1	6	0.3	3	-10%	-3	-16	-4	-0.3%
Clc1ccc(-c2nc3ccc(Cl)cn3c2CN2CCCCC2)cc1	0	6	-1.1	-1	-12%	-4	-6	0	3.7%
